Source: PubChem BioAssay (National Center for Advancing Translational Sciences (NCATS))
Tb PFK block – T. brucei PFK enzyme inhibition. O15648. T. brucei PFK, ADP-Glo luminescence. Potency, µM (doses to about 57.5 µM), for the others: at the highest dose activity, negative = inhibition, actives largely listed as inhibitors. 330,000 compounds, 0.17% hits. AID 485367;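 note: potency is the fitted concentration of half-maximal effect; 0% = uninhibited 1x PFK enzyme wells and -100% = no-enzyme wells; nearly all actives have a fitted effect of over 60% in size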
Target sequence (O15648 whole entry, looked up): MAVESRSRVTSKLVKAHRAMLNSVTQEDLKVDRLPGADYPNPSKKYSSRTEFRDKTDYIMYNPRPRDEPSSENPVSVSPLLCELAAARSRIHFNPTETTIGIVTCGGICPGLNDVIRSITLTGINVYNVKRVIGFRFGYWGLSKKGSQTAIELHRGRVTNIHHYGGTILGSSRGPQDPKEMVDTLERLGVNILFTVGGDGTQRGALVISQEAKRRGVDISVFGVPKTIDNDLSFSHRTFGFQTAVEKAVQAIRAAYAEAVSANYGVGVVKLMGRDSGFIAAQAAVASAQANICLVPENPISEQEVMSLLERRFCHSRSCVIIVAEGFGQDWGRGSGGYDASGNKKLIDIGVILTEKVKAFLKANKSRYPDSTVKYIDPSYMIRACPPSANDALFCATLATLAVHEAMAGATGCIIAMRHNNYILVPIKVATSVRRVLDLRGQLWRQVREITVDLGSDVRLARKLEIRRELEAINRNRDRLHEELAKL
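PFK 1.25 nM, F6P 0.5 mM, ATP 0.1 mM, 0.1 M TEA pH 8.0, 5 mM MgCl2, 0.01% Tween20, 0.1% BSA; 45 min RT. ADP-Glo readout. qHTS titration up to 57 uM; curves fitted, compounds curve-classed.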
ELG1 DNA repair – inhibitors of ELG1-dependent DNA repair in HEK293T cells; HEK293T ELG1-luciferase reporter, luminescence, 16 h; DNA damage induced by 5-fluorouridine; Potency, µM (doses to about 46.1 µM), for inactives: at the top dose activity change, negative = inhibition, usual class: inhibitors; 330,000 compounds, 2.3% hits; note: potency is the fitted concentration of half-maximal effect; % is set by controls: 0 for no effect and ±100 for the full control effect; nearly all actives have a fitted effect of over 55% in size
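Overnight (16 hr) co-exposure of 2,000 cells/well to 5-fluorouridine and compound at 37 °C preceded detection. Luciferase was quantified via ONE-Glo luminescence; loss of signal denotes inhibition.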
Mito fusion act – blocks mitochondrial division or promotes mitochondrial fusion; S. cerevisiae fusion-defective mutant growth rescue, CellTiterGlo 48 h; Potency, µM (doses to about 46.1 µM), for inactives: top-dose growth rescue (activation), most hits filed as activators; 320,000 compounds, 0.23% hits; AID 485298;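 note: potency is the fitted concentration of half-maximal effect; % of control where 0% means no effect; nearly all actives have a fitted effect of over 45% in size; temperature-sensitive fusion mutants such as fzo1-1 at 37 °C on non-fermentable ethanol glycerol medium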
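Luminescent cell viability in 1536-well qHTS format served as the measure of rescued growth in ts fusion-mutant S. cerevisiae cultured on non-fermentable YPEG for 48 hours at 37C.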
B2AR arrestin – beta2AR (human) beta-arrestin recruitment activity. beta-arrestin recruitment to beta2AR, cell-based reporter. Potency, µM (series often up to 46.1 µM), inactives show at the top dose activation, usual class: activators. 330,000 compounds, 0.02% hits;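 note: potency is the fitted concentration of half-maximal effect; 0% = DMSO controls and full agonism = EC100 isoproterenol or metaproterenol; nearly all actives have a fitted effect of over 65% in size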
Eya2 inh – blocks the phosphatase activity of human Eya2 | recombinant Eya2, OMFP fluorescence dephosphorylation (OMFP is methylfluorescein phosphate) | Potency, µM (series often up to 76.9 µM), for inactives: at the highest dose activity, negative = inhibition, most hits filed as inhibitors | 330,000 compounds, 0.006% hits | AID 488837; note: potency is the fitted concentration of half-maximal effect; % is set by controls: 0 for no effect and ±100 for the full control effect
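Eya2 protein (added as 0.2 uM solution) was preincubated with compound for 10 min at ambient temperature in 50 mM HEPES pH 7.5, 50 mM NaCl, 5 uM MgCl2, 0.05% BSA, 1 mM DTT. OMFP (added at 50 uM) then reacted 10 min; fluorescence read at 485/525 nm.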
uPA generation – inhibitors of cell surface uPA generation; cell surface uPA generation assay, qHTS; Potency, µM (series often up to 38.3 µM), without a hit: at the top dose activity change, negative = inhibition, actives largely listed as inhibitors; 330,000 compounds, 0.31% hits; AID 540303; active = well fitted inhibition curve with a large enough effect; inconclusive = small, poorly fitted or top-dose-only effect; inactive = no such curve, though single readings can be large or run the other way; tested in mouse RAW 264.7 cells; note: potency is the fitted concentration of half-maximal effect; % is set by controls: 0 for no effect and ±100 for the full control effect; nearly all actives have a fitted effect of over 55% in size
Chronic BCR inh – blocks chronic active B-cell receptor signaling; ABC-DLBCL IkBa-CBG/CBR reporter, luminescence ratio, 4 h; Potency, µM (titrated, usually from 46.1 µM), for inactives: at the top dose ratio change, negative = lower green/red ratio, usual class: inhibitors; 340,000 compounds, 0.05% hits; AID 493014; active = well fitted inhibition curve with a large enough effect in the signal ratio, with a control signal flat, not every such curve was filed as active; inconclusive = small, poorly fitted or top-dose-only effect, or effect the other way, or a change in a side signal; the % refers to the signal ratio;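 note: potency is the fitted concentration of half-maximal effect; plate controls were basal doxycycline-induced cells for no effect and cells given 10 µM MG132 for full effect; MG132 reads +100%, hits lower the ratio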
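Compounds up to 46 uM were incubated four hours with TMD8 cells whose green CBG68 luciferase is fused to IkappaBalpha; red CBR luminescence normalised the signal, and concentration-effect curves were fitted to fusion, red and ratio data.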
USP2a block – inhibitors of human ubiquitin-specific protease USP2a; AID 463254; 330,000 compounds, 0.01% hits; USP2 core, Ub-CHOP2 coupled fluorogenic reporter, 485/531; Potency, µM (titrated, usually from 38.3 µM), inactives show at the top dose activity change, negative = inhibition, actives largely listed as inhibitors;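 note: potency is the fitted concentration of half-maximal effect; plate controls were DMSO wells for no effect and full inhibition by NEM control for full effect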
Target sequence (O75604 whole entry, looked up): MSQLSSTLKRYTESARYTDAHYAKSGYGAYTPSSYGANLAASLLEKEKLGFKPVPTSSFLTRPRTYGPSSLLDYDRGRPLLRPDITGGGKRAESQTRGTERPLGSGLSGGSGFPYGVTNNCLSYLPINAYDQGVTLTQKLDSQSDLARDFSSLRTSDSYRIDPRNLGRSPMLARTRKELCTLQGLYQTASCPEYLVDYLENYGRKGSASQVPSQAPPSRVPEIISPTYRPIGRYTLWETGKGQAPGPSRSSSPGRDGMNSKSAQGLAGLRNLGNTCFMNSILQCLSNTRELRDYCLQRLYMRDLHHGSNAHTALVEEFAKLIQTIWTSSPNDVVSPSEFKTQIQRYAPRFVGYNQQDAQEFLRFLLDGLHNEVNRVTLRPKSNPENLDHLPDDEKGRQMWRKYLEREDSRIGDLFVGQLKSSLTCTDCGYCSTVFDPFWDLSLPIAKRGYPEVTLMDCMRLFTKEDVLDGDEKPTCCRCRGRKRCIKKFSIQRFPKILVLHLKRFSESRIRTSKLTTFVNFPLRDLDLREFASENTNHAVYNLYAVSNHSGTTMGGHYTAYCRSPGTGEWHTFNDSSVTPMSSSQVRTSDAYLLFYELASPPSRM
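Cell-free coupled assay: 10nM USP2 core preincubated 30min RT with compound in Tris-HCl pH 8.0/CaCl2/CHAPS buffer, then 25nM Ub-CHOP2 and 25nM reporter substrate; fluorescence (Ex 485/Em 531) read after 60min RT, normalized to NEM inhibition, concentration-response curves fitted.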
PTAP TSG101 blk – blocks PTAP/TSG101 interaction to inhibit HIV-1 budding; AID 493005; Fluorescence polarization, FITC-PTAP peptide / Tsg101 binding; 340,000 tested, under 10 active; Q99816; Potency, µM (titrated, usually from 115 µM), for inactives: at the highest dose activity change, negative = inhibition, usual class: inhibitors; active = well fitted inhibition curve with a large enough effect in the main read-out, with a control signal flat, not every such curve was filed as active; inconclusive = small, poorly fitted or top-dose-only effect, or effect the other way, or a change in a side signal; inactive = no such curve, though single readings can be large or run the other way; note: potency is the fitted concentration of half-maximal effect; % of control where 0% means no effect
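Compounds were pin-transferred onto Tsg101 binding domain (10 uM final) in HEPES pH 7.5 buffer, then FITC-PTAP peptide was added at 50 nM final. After 20 min at RT, polarization reported peptide displacement across a qHTS concentration series.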
TSHR antag – antagonists of human thyroid stimulating hormone receptor. P16473. TSHR-expressing cells, TSH-stimulated cAMP HTRF, 2 h; active compounds read low. activity change, negative = inhibition, % at 11.5 µM. 330,000 compounds, 0.2% hits. AID 504810;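 active = activity change below a set negative limit, meaning inhibition stronger than a set level, cut at about -70% in these data; inconclusive = activity change between two set negative limits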; note: % is set by controls: 0 for no effect and ±100 for the full control effect
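Competitive HTRF cAMP read-out (cryptate anti-cAMP antibody, cAMP-d2; 30 min, room temperature) in freshly harvested TSHR cells. Compounds added before TSH at EC80 (4nM final), followed by 2 hours' incubation at 37 deg C.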
TCR activator – T cell receptor activation | Potency, µM (top dose mostly 9.22 µM), for the others: at the highest dose activation of IL-2 secretion, actives largely listed as activators | 330,000 tested, under 10 active | primary human leukocytes, anti-CD3, IL-2 HTRF, 48 h; note: % of control where 0% means no effect
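Using a-CD3 beads without co-stimulation, primary human leukocytes were exposed to compounds for 48 hr. An HTRF IL-2 kit measured the cytokine, with europium-to-d2 energy transfer producing emission at 665nm upon 320nm excitation.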
The depositor's hits bear a star; ? = inconclusive; . = not tested or not shown; [ ] = dose if it differs, or a comment. Unless noted, calls come from the whole dose curve; as a rule, active = well fitted curve in the direction sought with a large enough effect; inconclusive = small, poorly fitted or top-dose-only effect, or another doubt; inactive = no such curve, though single readings can be large; an effect the other way counts as inactive or inconclusive.

Structure,Tb PFK block,ELG1 DNA repair,Mito fusion act,B2AR arrestin,Eya2 inh,uPA generation,Chronic BCR inh,USP2a block,PTAP TSG101 blk,TSHR antag,TCR activator
COc1cccc(NC(=O)[C@@H]2CCCN2C(=O)C2CCN(S(=O)(=O)c3ccc(C)cc3)CC2)c1,-3%,-4%,1%,0.1%,1%,.,-1%,-4%,-6%,-2,1%
O=C(CN1C(=O)c2ccccc2C1=O)Nc1sc2c(c1C(=O)NCc1ccco1)CCCC2,-2%,?,-25%,-0.3%,7%,-4%,12%,-5%,-1%,-6,5%
CCSc1nnc(NC(=O)CCN2C(=O)C3CCCCC3C2=O)s1 (configuration not stated),3%,?,-1%,0.3%,-18%,?,1%,4%,-3%,-7,-3%
C/C(=N\NC(=O)Cn1c(-c2ccccn2)nc2ccccc21)c1cccc(O)c1,-7%,-16%,3%,-0.4%,2%,3%,3%,0%,-5%,6,7%
COC(=O)Cc1[nH]c(Cl)nc1C(N)=O,-5%,-1%,-2%,-1.1%,13%,2%,-9%,-1%,-1%,0,0%
Cc1ccc(S(=O)(=O)N2CCOCC2)cc1C(=O)OC(C)C(=O)c1ccccc1 (configuration not stated),-2%,1%,13%,0.3%,-29%,-4%,-7%,2%,-4%,-4,-1%
CCCCC1CCC(C(=O)Nc2ccc(N3CCOCC3)cc2N2CCOCC2)CC1 (configuration not stated),-1%,25%,5%,-0.9%,-10%,0%,0%,1%,-3%,6,1%
CC(C)(C)c1nc(C(C)(C)C)c(Br)c(=O)[nH]1,-2%,-2%,28%,-0.2%,-3%,-2%,0%,2%,1%,3,-1%[46.1 µM]
CC1CN/C(=C\C(=O)c2ccc(Cl)cc2)C(=O)N1 (configuration not stated),-4%,?,7%,-0.6%,-1%,-9%,?,-1%,-7%,5,12%[46.1 µM]
O=C(NC1CCCCC1)c1ccccc1NC(=O)C1CC(=O)N(c2ccc(Cl)cc2)C1 (configuration not stated),-1%,?,2%,-0.5%,5%,.,-7%,0%,-5%,-9,1%[46.1 µM]
O=C(CC1NCCNC1=O)Nc1ccc2c(c1)OCO2 (configuration not stated),-15%,18%,0%,-0.1%,2%,4%,6%,1%,-12%,4,-6%
COc1ccccc1C/C(N)=N/OC(=O)c1cccs1,0%,-1%,0%,0.2%,8%,-9%,?,0%,-1%,-2,7%
O=C(CSc1ccc2nnc(-c3ccccc3)n2n1)NCC1CCCO1 (configuration not stated),2%,1%,2%,-0.2%,-12%,2%,-5%,1%,-7%,20,7%[46.1 µM]
COc1ccc(C(=O)Nc2ccncc2)c(OC)c1,3%,?,-1%,-0.4%,0%,3%,19%,-1%,-2%,1,8%
N#Cc1nc(COc2ccc(F)cc2)oc1N1CCN(Cc2ccccc2)CC1,11%,-10%,?,0.1%,-35%,12%,0%,1%,0%,-5,1%
O=C(CCn1c(=S)[nH]c2ccccc2c1=O)NCCCN1CCCC1=O,1%,8%,-1%,0.5%,10%,1%,-5%,2%,-8%,-7,-2%
Cc1ccc2nsnc2c1NC(=O)c1cncc(Br)c1,-1%,7%,8%,-1.1%,-3%,6%,4%,1%,-4%,9,1%
CCn1c(C)nnc1SCC(=O)NC1CCCCCC1,2%,?,-1%,-0.2%,15%,3%,2%,-8%,-7%,-6,3%
CN(C1CCCC1)C1CCN(C(=O)CNC(=O)/C=C/c2ccccc2)CC1,0%,-9%,0%,-0.3%,5%,2%,1%,2%,1%,-3,-2%[46.1 µM]
N#CCC(=O)Nc1ccc(C(=O)OCC(=O)NC(=O)NCc2ccco2)cc1,13%,-5%,.,-0.7%,4%,-7%,?,2%,7%,-5,0%[46.1 µM]
COCCn1c(SC(C)C(=O)NCC2CCCO2)nc2scc(-c3ccc(F)cc3)c2c1=O (configuration not stated),-1%,?,-4%,0.1%,-12%,-1%,?,0%,-8%,-8,6%
COc1ccc(-c2nc(N)ncc2-c2ccc(OC)c(OC)c2)c(O)c1,-9%,?,-18%,-0.4%,13%,6%,?,-1%,-3%,10,4%
Cn1nc(C(F)(F)F)c(-c2ccc(Br)cc2)c1NC(=O)c1ccco1,2%,-13%,-29%,0.2%,-2%,-23%,1%,-1%,-1%,2,0%
Nc1nc(-c2ccccc2)c(-c2ccccc2)n1N,-13%,21%,0%,0.1%,-10%,-16%,?,2%,0%,7,8%
CC1Cc2nc(SCC(=O)Nc3ccc4c(c3)OCO4)n(Cc3ccccc3)c(=O)c2S1 (configuration not stated),-16%,?,1%,12%,-1%,-5%,?,-9%,-5%,18,-13%
CC(C)=CCN1CCN(Cc2nc(-c3ccccc3)cs2)CC1CCO (configuration not stated),8%,?,14%,-0.4%,1%,9%,-1%,2%,-3%,-1,5%
COC(=O)C1=C(C)NC(C)=C(C(=O)OC)C1C(=O)OCc1nnc(-c2ccccc2)o1,4%,14%,-2%,-0.2%,3%,0%,-10%,1%,-2%,1,-5%
COC(=O)[C@H](C)NC(=O)Nc1cccc(C(F)(F)F)c1,1%,5%,-10%,2.7%,-1%,-2%,1%,0%,-4%,9,-5%[46.1 µM]
CCn1c(SCC(=O)NCc2ccccc2)nc2ccccc2c1=O,1%,1%,13%,-0.8%,6%,8%,2%,3%,-2%,8,.
CC(C)C(C)NC(=O)CN1C(=O)NC2(CCc3ccccc32)C1=O (configuration not stated),-1%,-3%,-4%,-0.5%,-2%,0%,2%,2%,0%,-8,6%

By substructure, the compounds so far containing a Cl atom
Structure,Tb PFK block,ELG1 DNA repair,Mito fusion act,B2AR arrestin,Eya2 inh,uPA generation,Chronic BCR inh,USP2a block,PTAP TSG101 blk,TSHR antag,TCR activator
COC(=O)Cc1[nH]c(Cl)nc1C(N)=O,-5%,-1%,-2%,-1.1%,13%,2%,-9%,-1%,-1%,0,0%
CC1CN/C(=C\C(=O)c2ccc(Cl)cc2)C(=O)N1 (configuration not stated),-4%,?,7%,-0.6%,-1%,-9%,?,-1%,-7%,5,12%[46.1 µM]
O=C(NC1CCCCC1)c1ccccc1NC(=O)C1CC(=O)N(c2ccc(Cl)cc2)C1 (configuration not stated),-1%,?,2%,-0.5%,5%,.,-7%,0%,-5%,-9,1%[46.1 µM]

Next results:
Structure,Tb PFK block,ELG1 DNA repair,Mito fusion act,B2AR arrestin,Eya2 inh,uPA generation,Chronic BCR inh,USP2a block,PTAP TSG101 blk,TSHR antag,TCR activator
C/C(=N\NC(=O)c1cc(-c2cccc([N+](=O)[O-])c2)n[nH]1)c1ccc(F)cc1,4%,-2%,3%,-0.2%,?,3%,?,9%,-5%,-3,-3%
CCc1nccn1-c1cc(C(C)(C)C)nc2c(-c3ccc(Cl)cc3)cnn12,3%,?,8%,0.2%,2%,2%,-5%,0%,-6%,13,-7%[46.1 µM]
Cc1cn(S(=O)(=O)c2ccc(Br)c3ccccc23)cn1,-1%,28%,-7%,0.0%,4%,.,-4%,1%,.,37,.
O=c1[nH]cnc2c1nc(NCc1ccccc1)n2C1O[C@@H](CO)[C@H](O)[C@@H]1O (some centres not stated),-5%,-19%,2%,0.4%,-17%,-2%,?,0%,-4%,4,0%
CCn1c(SCC(=O)C(C)(C)C)nnc1-c1cccnc1,0%,10%,4%,-0.2%,-15%,10%,?,0%,-6%,-1,-4%
Cc1nnc(SCC(=O)Nc2ccccc2)n(N)c1=O,-4%,?,5%,-0.3%,-1%,10%,-1%,3%,0%,3,-2%
CCC(=O)n1nc(NCc2ccccc2OC)nc1NCc1ccccc1OC,0%,?,11%,-0.1%,0%,5%,-6%,3%,-5%,-15,0%
Cc1ccc(S(=O)(=O)C2(S(=O)(=O)c3ccc(C)cc3)CC2)cc1,-6%,23µM*,-6%,-0.5%,?,-1%,4%,4%,0%,-6,5%
